# ADAM10 inh – ADAM10 inhibition, QFRET primary screen | O14672 | inhibition, % at 7 µM | AID 720582 | 370,000 compounds, 0.62% hits | recombinant ADAM10, EDANS/DABCYL FRET peptide cleavage, 3 h;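 active = inhibition above a per-campaign cutoff equal to the mean of compounds falling between control-based bounds plus 3 SD, cut at about 20% in these data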;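 note: 0% = DMSO wells while the 100% control is not disclosed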
# Target sequence (O14672 214-748 limits assumed): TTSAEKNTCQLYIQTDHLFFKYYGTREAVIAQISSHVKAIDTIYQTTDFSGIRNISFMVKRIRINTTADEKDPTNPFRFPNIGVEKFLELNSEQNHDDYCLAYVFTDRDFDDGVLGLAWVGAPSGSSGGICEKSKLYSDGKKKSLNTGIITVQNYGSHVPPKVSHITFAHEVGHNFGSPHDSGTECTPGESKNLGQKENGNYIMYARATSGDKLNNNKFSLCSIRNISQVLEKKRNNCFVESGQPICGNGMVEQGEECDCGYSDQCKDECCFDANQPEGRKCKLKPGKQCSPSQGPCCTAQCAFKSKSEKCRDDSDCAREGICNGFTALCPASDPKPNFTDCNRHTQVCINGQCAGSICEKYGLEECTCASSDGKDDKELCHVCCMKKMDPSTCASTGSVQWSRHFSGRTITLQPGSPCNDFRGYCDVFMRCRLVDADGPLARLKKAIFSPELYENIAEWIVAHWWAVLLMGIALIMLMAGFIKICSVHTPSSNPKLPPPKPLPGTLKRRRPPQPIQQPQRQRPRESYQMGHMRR
# ssDAF-12 act – activators of S. stercoralis DAF-12 nuclear receptor; activation, % at 6.8 µM; HEK293 ssDAF-12/GRIP1 lit1-tk-luc reporter, luminescence; % of 3 µM dafachronic acid response; 370,000 compounds, 1% hits;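 active = activation above the mean over all tested compounds plus 3 SD, cut at about 0.9% in these data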;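 note: 0% = DMSO-only wells and 100% = 3 µM delta7-dafachronic acid wells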
# hgDAF12 agonist – activates the H. glycines DAF-12 receptor ligand-binding domain; HEK293 GAL4-hgDAF12 UAS-luciferase reporter, agonist luminescence; normalized to butyrate control; activation, % at 6.8 µM; 370,000 compounds, 1.8% hits;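 active = activation above a cutoff set at the mean of all screened compounds plus 3 SD, cut at about 10% in these data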;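 note: 0% = DMSO wells and 100% = sodium butyrate wells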
# DAX1 inh-1 – blocks DAX1 repression of SF-1 activated StAR promoter; 370,000 compounds, 1.1% hits; AID 652010; HEK293T StAR-luciferase reporter, SF-1/DAX-1 repression relief; inhibition, % at 6.8 µM;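 active = inhibition above the mean over all tested compounds plus 3 SD, cut at about 3.6% in these data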;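 note: 0% = DAX-1 cells with DMSO and 100% = cells lacking DAX-1 with DMSO; higher inhibition means more luminescence from relief of DAX-1 repression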
# FXN GAA850 act – activators of GAA850 frataxin (FXN) promoter | HEK293 lucGAA850 FXN promoter luciferase reporter, 24 h; percent of 10 µM SAHA response | activation, % at 6 µM | AID 540364 | 360,000 compounds, 0.56% hits;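 active = activation above the average of all compounds screened plus 3 SD, cutoff fixed separately per campaign, cut at about 7.5% in these data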;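 note: 0% = DMSO wells and 100% = 10 µM SAHA wells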
# PG9 binder – small molecules binding HIV-1 gp120 antibody PG9 | inhibition, % at 6.7 µM | AID 624416 | 360,000 compounds, 0.43% hits | TR-FRET gp120-PG9 antibody binding; in the data active = inhibition above about 8.5%
# GC-A act – GC-A (human) enzyme activation. HEK293 GC-A cells, cGMP TR-FRET, EC30 ANP; 0% at EC30 ANP, 100% saturating ANP. AID 1671463. 370,000 compounds, 0.14% hits. activation, % at 10 µM. P16066; in the data active = activation above about 40%
# hcDAF-12 act – H. contortus DAF-12 activation, primary screen | 370,000 compounds, 1.4% hits | activation, % at 6.8 µM | HEK293 hcDAF-12 lit1-tk-luc reporter, luminescence; 0% DMSO, 100% Δ7-dafachronic acid;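 active = activation above the mean of all tested compounds plus 3 SD, cut at about 5.5% in these data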;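 note: 100% = response to 3 µM Δ7-dafachronic acid high control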
# ADAM17 inh – ADAM17 inhibition, QFRET primary screen | P78536 | recombinant ADAM17, EDANS/DABCYL FRET peptide cleavage | inhibition, % at 6.95 µM | 370,000 compounds, 0.83% hits | AID 720648;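 active = inhibition above the mean of compounds lying between control limits plus 3 SD, set per campaign, cut at about 8.5% in these data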;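 note: 0% = DMSO-only wells as the low control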
# DAX1 inh-2 – NR0B1 (DAX1) inhibition; P51843; HEK293 Gal4-DAX1 luciferase reporter, luminescence; inhibition, % at 6.75 µM; 340,000 compounds, 0.99% hits; AID 504766;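 active = inhibition above the mean over all tested compounds plus 3 SD, cut at about 4.2% in these data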;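 note: 0% = DAX1-transfected cells with DMSO and 100% = empty-vector control cells with DMSO; inhibition shows as a rise in luminescence from relieved DAX1 repression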
# Target sequence (P51843 207-470 limits assumed): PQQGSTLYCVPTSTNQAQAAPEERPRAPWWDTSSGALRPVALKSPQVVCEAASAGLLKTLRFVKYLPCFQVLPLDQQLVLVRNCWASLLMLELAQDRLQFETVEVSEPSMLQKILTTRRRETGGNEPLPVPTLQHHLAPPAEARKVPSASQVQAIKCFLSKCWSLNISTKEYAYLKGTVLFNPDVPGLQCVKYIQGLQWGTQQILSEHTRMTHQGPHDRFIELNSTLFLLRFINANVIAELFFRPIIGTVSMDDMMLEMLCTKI
# SMARCA2 activ – activators of SMARCA2 function; MG213 cells, MMTV-luciferase reporter, dexamethasone, overnight; activation, % at 9.1 µM; 370,000 compounds, 1% hits; AID 652017; in the data active = activation above about 7.8%;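 note: 0% = vehicle wells and 100% = reference activator wells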
# * hit, by the source's call; x = not tested or not shown.
canonical_smiles	ADAM10 inh	DAX1 inh-1	hcDAF-12 act	GC-A act	PG9 binder	FXN GAA850 act	SMARCA2 activ	hgDAF12 agonist	DAX1 inh-2	ssDAF-12 act	ADAM17 inh
c1ccc(-n2ncc3c(NCCN4CCOCC4)ncnc32)cc1	-6	1.0	2.6	2	0.3	2.1	5	6.1	3.3	-0.5	-1
COc1ccc(NC(=O)CCc2nnc3ccc(N4CCC(C)CC4)nn23)cc1OC	-4	-0.4	-1.6	-9	-0.5	-1.5	-1	0.3	-0.3	-1.3	-4
COc1ccccc1C1C=C(c2ccc(C)cc2)Nc2nnnn21 (stereo not given)	-88	-0.1	-1.9	4	1.8	2.2	2	-3.0	-0.4	-0.9	-33
CCn1c(SCC(=O)c2c[nH]c3ccccc23)nc2cc(S(=O)(=O)N3CCOCC3)ccc21	-5	0.2	5.6*	-5	2.2	3.9	-2	-1.1	1.9	-0.6	-5
Cc1ccc(C2C(C(=O)c3cccs3)=C(O)C(=O)N2c2cccc(C)n2)cc1 (stereo not given)	0	-0.3	0.8	4	4.2	0.8	-2	1.1	-0.3	-1.4	-3
Cc1ccc(S(=O)(=O)N2CCSC2c2ccco2)cc1 (stereo not given)	-4	-0.4	-2.5	-3	1.4	-1.4	0	-2.2	-0.1	-1.0	-6
O=C1CCCCC1CCc1ccncc1 (stereo not given)	-1	0.0	-0.8	1	-0.6	-0.7	-1	-1.5	1.6	-0.8	-3
O=C(c1c[nH]c2ccccc2c1=O)N1CCCCCC1	0	1.5	-0.7	-3	2.0	0.7	-1	-1.3	0.0	-1.6	0
Oc1ccccc1C(=S)N1CCN(C(=S)c2ccccc2O)CC1	2	-0.3	4.2	4	-1.2	0.6	-5	-0.1	1.0	-0.7	4
O=C(c1ccccc1)N(Cc1ccc(F)cc1)Cc1nc2ccccc2c(=O)[nH]1	-1	-0.5	-2.4	-9	0.4	-1.2	-1	-0.4	-1.6	-1.2	-4
COC(=O)c1ccccc1NC(=O)COC(C)=O	-2	-0.7	-1.0	-2	0.6	-0.6	1	1.9	0.3	-1.2	-5
O/N=C1\CC/C(=N\O)c2nn(-c3ccc(Cl)cc3Cl)nc21	5	-1.1	-1.5	7	1.3	0.9	-1	3.4	-1.2	-1.6	1
CCOC(=O)CN1NC2(CCC(C(C)(C)C)CC2)NC1=S (stereo not given)	-5	0.0	-0.2	2	-0.7	-0.4	1	1.8	0.4	-0.6	-1
Cc1cccc(OCCCn2c(=O)oc3ccc(C)cc32)c1	12	1.4	-1.7	-8	1.6	0.2	-3	-2.0	-0.2	-1.0	-1
CCN1CCN(c2ncnc3sc(C(=O)Nc4ccccc4F)c(C)c23)CC1	6	0.0	-1.1	4	-1.4	-0.5	3	1.2	2.1	-0.5	1
COc1ccc(C(C(=O)N(C)C2CCCC2)N(Cc2ccc(F)cc2)C(=O)c2sccc2Cl)cc1OC (stereo not given)	2	-1.6	1.5	-25	x	x	-1	-3.4	x	-1.7	0
Cc1cccc(C)c1NC(=O)CN(C)C(=O)Cc1cccc(C(F)(F)F)c1	3	-0.6	-2.6	1	0.1	-5.8	-3	-2.3	-1.3	-0.4	-1
COc1cc(OC)cc(C(=O)NCc2ccc(-n3cccc3)cc2)c1	2	-0.6	-1.2	-1	0.1	1.3	0	0.1	0.6	-1.9	0
CC(=O)Nc1ccc(S(=O)(=O)N2CCN(c3cc4c(cc3[N+](=O)[O-])n(C)c(=O)n4C)CC2)cc1	2	-2.6	-4.0	-6	2.1	-1.2	-5	-2.6	-0.3	-2.4	-4
COc1ccc(C(=O)N2CCN(S(=O)(=O)c3ccc(C)cc3C)CC2)cc1S(=O)(=O)N1CCOCC1	-16	2.8	-0.1	2	1.0	0.8	1	3.1	-0.3	-1.2	0
COc1ccccc1CNC(=O)CN(Cc1ccc(Cl)cc1)S(C)(=O)=O	-9	-0.2	-1.5	-13	-1.5	1.0	-7	0.8	-0.3	-0.9	1
Cc1nn(C)c(C)c1NC(=O)CCCSc1nc(-c2ccco2)cc(C(F)(F)F)n1	1	-0.7	-2.9	-1	-0.1	1.2	1	-1.1	-1.9	-1.7	0
COc1ccc(NC(=O)CSc2nnc(NC(=O)C3CCC3)s2)c(OC)c1	-36	0.1	-0.3	0	-2.5	-1.4	-1	4.8	1.4	-0.8	-3
Cc1ccc(NC(=O)C(Cc2ccccc2)N2C(=O)C3C4CCC(C4)C3C2=O)cc1Cl (stereo not given)	2	0.0	-0.8	0	1.0	-2.9	1	2.6	-2.5	-1.4	1
CCOC(=O)c1cn(Cc2ccc(C)cc2)c2cc(F)ccc2c1=O	7	0.0	-0.4	17	-2.7	1.8	5	0.3	-1.8	-1.4	-3
Cc1ccc(NC(=O)C/C(N)=N/OC(=O)Nc2cccc(C)c2)cc1	-7	5.0*	2.1	0	-0.9	1.9	0	3.4	-0.1	-1.1	0
CCn1c(C)nc2cc(C(=O)NN=C(C)c3ccc(C#N)cc3)ccc21	-29	-1.4	-1.8	-3	-1.2	1.6	-3	-0.1	-0.3	-0.7	-8
Cc1ccccc1OCCC(=O)OCC(=O)c1c(N)n(CC(C)C)c(=O)n(C)c1=O	12	-3.3	-2.2	2	-1.1	1.5	-3	2.9	-0.4	-1.4	-3
CC1CC(C)CN(C(=O)CSc2nnc(-c3ccc(Cl)cc3)o2)C1 (stereo not given)	-13	-0.4	-0.7	5	0.4	-1.0	-2	0.3	0.2	-1.2	-3
CCN(C(=O)c1ccnc(C(C)(C)C)c1)c1ccccc1	-2	0.1	-1.1	-3	-1.8	-2.3	-1	-1.5	-0.9	-1.4	-2
Cc1ccc2nc(-c3ccncc3)cc(C(=O)Nc3ccc4c(c3)OCCO4)c2c1	5	-4.9	-2.4	1	1.0	-7.0	-4	-2.9	-1.4	-2.0	4
CCOC(=O)C(C)n1nc(C)c2sc3ccccc3c2c1=O (stereo not given)	-21	-1.0	-1.3	-5	0.5	0.6	0	1.0	-0.3	-0.9	-11
NC(=O)c1ccccc1NC(=O)C1CCCO1 (stereo not given)	-10	0.2	0.7	-3	-1.1	3.4	0	0.0	0.3	-0.7	-2
COc1ccccc1Nc1ncnc2c1oc1ccccc12	-28	0.8	4.6	-3	0.4	4.0	6	7.7	3.6	0.2	-22
O=C(Nc1ccc(N2CCN(C(=O)c3ccco3)CC2)cc1)c1cccc(F)c1	8	-0.8	-0.3	0	-3.4	-0.3	1	-0.9	-0.5	-1.4	1
COc1ccc(C(=O)C[n+]2cccc(Br)c2)cc1	-2	-0.6	1.0	4	-1.0	0.0	1	1.5	2.0	-1.7	-6
CCc1ccccc1-c1cc(C(C)=O)c2n(c1=O)CCC2	-2	-0.3	1.2	0	x	x	-2	3.2	x	-0.8	-6
O=C(c1ccc(Cl)cc1)c1cc(-c2ccccn2)c(N2CCOCC2)s1	-5	-0.9	0.0	-1	2.9	-1.1	-2	-0.8	-0.7	-1.7	-5
O=C(Cn1cnc2ccccc2c1=O)Nc1ccc2c(c1)OCO2	-8	0.7	1.6	2	0.1	3.4	3	2.1	0.5	-1.0	-1
COCCCNC(=O)Nc1ccc2c(c1)N(C)C(=O)CS2	-5	-0.6	-0.3	0	0.9	-0.8	-1	1.6	-0.4	-1.3	-5
CCOc1nc(-c2ccccc2)c2cc(C)ccc2n1	-405	-2.3	-0.8	-3	-1.7	1.1	-1	0.0	0.1	-1.2	-116
COc1cc(C2c3cc4c(cc3C(OC3OC5COC(c6cccs6)OC5C(O)C3O)C3COC(=O)C23)OCO4)cc(OC)c1O (stereo not given)	9	-6.8	-2.9	-2	-0.1	-12	-3	-13	-4.2	-1.2	1
Cc1c(C(=O)NCc2ccc3c(c2)OCO3)sc(=O)n1Cc1ccc(-c2ccccc2)cc1	9	-1.2	-0.5	1	-0.1	0.9	-2	-2.8	x	-1.5	6
Cc1sc2nc(CSCC(=O)Nc3ccc(C(F)(F)F)cc3)[nH]c(=O)c2c1C	-22	-0.7	-1.1	-7	-0.6	5.6	-3	2.7	0.2	-0.6	-7
CCOc1ccc(-c2ccc(NS(=O)(=O)c3cc([N+](=O)[O-])c(C)c([N+](=O)[O-])c3)cc2)nn1	4	-0.9	-0.7	-2	0.2	0.7	0	-0.1	-1.0	-1.7	1
COc1cc(Nc2nc3c(N)cc(C(F)(F)F)cc3nc2-c2ccccc2)cc(OC)c1OC	-2	0.0	0.6	-7	-0.7	3.4	4	1.4	-0.5	-1.0	3
CC(C)NC(=O)c1ccc(Cl)cc1Cl	0	-0.1	-1.3	4	0.5	2.4	-2	1.4	-0.1	-1.1	-4
Cc1nnc(NC(=O)CSc2nnc(CC(=O)Nc3ccccc3Cl)n2C)s1	-6	0.6	-1.0	0	-0.3	1.0	0	-0.9	2.2	-0.9	0
FC(F)(F)c1cc(-c2cccs2)nc2cc(-c3ccccc3)nn12	-6	0.1	2.6	1	5.8	3.3	2	5.7	0.1	-1.2	-1
Cc1ccc(C(=O)N/C(=C\c2cccs2)C(=O)NCc2cccnc2)cc1	5	-0.1	0.1	-1	-1.3	-3.7	-2	2.3	-0.4	-1.2	1
C(=N\Nc1nccc(-c2cccnc2)n1)/c1ccccc1	-8	1.0	2.1	6	0.2	0.8	2	7.4	x	-1.0	-1
COc1ccc(CCN(Cc2ccccn2)C(=S)Nc2ccc(C)cc2)cc1OC	-4	-0.1	1.7	-3	-1.2	1.7	-4	0.5	-0.7	-0.8	-4
CC1=C(C(=O)Nc2ccc(C)cc2)C(c2cccs2)NC(=S)N1 (stereo not given)	1	0.0	-0.2	-1	-0.7	2.5	2	1.9	-0.1	-0.9	-2
O=C(O)CNC(=S)NCc1ccccc1	1	0.1	-0.4	0	0.5	0.6	-5	1.2	-1.1	-1.4	-1
Cc1ccc(N(Cc2ccccc2)C(=O)c2ccc(F)cc2)cc1	4	2.2	1.0	-7	-1.8	3.6	5	4.7	1.0	0.3	2
CCn1c(CN2CCN(c3ccc(Cl)cc3)CC2)nc2ccccc21	2	-1.9	3.0	1	-1.4	-3.8	-4	2.1	-1.0	-0.2	4
COc1ccc2[nH]c(=O)c(CN(C(=O)c3ccco3)C3CCCCC3)cc2c1	-164	-0.3	-0.9	-17	-0.2	1.0	1	-0.3	0.0	-1.1	-56
CCCCCCCCn1c2c(c(=N)c3c1CCC3)CCCC2	-4	-3.6	-5.3	2	-2.6	-9.4	-11	-15	-3.8	-2.9	-1
C=CCc1cc(/C=C/c2nc(O)c([N+](=O)[O-])c(=O)[nH]2)cc(OC)c1O	7	0.3	0.5	1	-8.6	-1.4	-3	-0.2	-0.3	-0.5	1
